Rab7 wt GTP bind: modulators of GTP binding to Rab7, primary screen, biochemical, wildtype, multiplex bead flow cytometry; Rab7 GTPase wild type (dog), Bodipy-FL-GTP binding; GST-Rab7 beads, fluorescent GTP binding; actives lie on both sides; untreated = 100%, excess cold GTP = 0%; GTP binding activity (percent of control), % at 10 µM; actives 0.055% (n = 190,000);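 active means fluorescent GTP binding to Rab7 beads changed by at least 20 points from the 100% baseline, either direction, mostly lower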;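 further: median green fluorescence of bound Bodipy-FL-GTP per Rab7 bead population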
Cdc42 wt: modulators of GTP binding to wildtype Cdc42, primary screen, biochemical, multiplex bead flow cytometry, Bodipy-GTP | GST-Cdc42 beads; actives lie on both sides | percent activity (GTP binding), % at 10 µM | actives 0.2% (n = 190,000) | AID 761, 2007;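 active means percent activity GTP binding at least 20 points away from the 100% baseline, either down as inhibitor or up as activator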;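 further: median bead fluorescence of bound Bodipy-FL-GTP at 100 nM; 0% = excess unlabeled GTP control and 100% = no compound control; below 100% means less GTP binding so inhibitor and above means activator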
Target sequence (P60953 whole entry, looked up): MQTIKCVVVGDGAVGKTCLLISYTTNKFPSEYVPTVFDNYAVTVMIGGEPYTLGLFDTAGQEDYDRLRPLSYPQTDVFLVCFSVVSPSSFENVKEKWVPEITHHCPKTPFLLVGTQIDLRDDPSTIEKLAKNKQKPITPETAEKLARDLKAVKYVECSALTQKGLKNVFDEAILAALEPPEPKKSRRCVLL
Mcl1 Noxa PPI: Mcl-1/Noxa binding inhibitors, primary screen, biochemical, TR-FRET, 1536-well | Induced myeloid leukemia cell differentiation protein Mcl-1 (Homo sapiens), Q07820 | TR-FRET Mcl-1/Noxa peptide binding, 2 h | inhibition, % at 21.7 µM | actives 1.5% (n = 220,000) | AID 1022, 2008;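 active means compounds that cut the protein-peptide binding signal by more than 50% relative to plate controls in a single-dose test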;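 further: His-tagged Mcl-1 with rhodamine Noxa BH3 peptide and terbium anti-His antibody; 0% = Mcl-1 plus Noxa peptide wells and 100% = peptide-only wells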
Target sequence (Q07820 whole entry, looked up): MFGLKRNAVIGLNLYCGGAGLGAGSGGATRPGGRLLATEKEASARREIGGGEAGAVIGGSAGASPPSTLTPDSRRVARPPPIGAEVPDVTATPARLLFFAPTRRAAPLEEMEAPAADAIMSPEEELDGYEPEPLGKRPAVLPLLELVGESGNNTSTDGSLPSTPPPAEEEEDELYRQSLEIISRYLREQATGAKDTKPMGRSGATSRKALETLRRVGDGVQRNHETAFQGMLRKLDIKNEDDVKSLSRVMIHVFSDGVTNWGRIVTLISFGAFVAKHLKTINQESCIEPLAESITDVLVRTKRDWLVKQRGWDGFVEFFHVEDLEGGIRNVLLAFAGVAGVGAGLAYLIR
Pf gametocyte: late stage P. falciparum gametocyte viability inhibitors, primary screen, ATP luminescence, HTS. P. falciparum stage V gametocytes, 24 h. inhibition, % at 10.9 µM. actives 0.065% (n = 150,000);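 active means inhibition above the mean plus 3 SD of compounds within the control limits, set per campaign, cut at about 38% in these data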;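 further: 0% = DMSO wells and 100% = medium only without gametocytes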
ABCG2 inh: ABCG2 efflux pump inhibitors, primary screen, multiplex with ABCB1, IgMXP3 cells, flow cytometry. JC-1 efflux. inhibition, % at 6.6 µM. actives 0.1% (n = 190,000). Broad substrate specificity ATP-binding cassette transporter ABCG2 (Homo sapiens), Q9UNQ0;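 active means inhibition above 80%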;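 further: 0% = DMSO and 100% = nicardipine control wells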
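System: two drug-resistant human cell lines, ABCG2 and ABCB1; controls: nicardipine high and DMSO low controls; times: 10 min exposure at 25 °C with rotation, no wash; detection: flow cytometry of retained JC-1 fluorescence; read-out basis: percent efflux inhibition, scaled nicardipine 100% to DMSO 0%; doses: one concentration, 6.6 µM final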
Rac1 act GTP bind: GTP binding modulators of activated mutant Rac1, primary screen, biochemical, bead-based flow cytometry, multiplex, fluorescent GTP. Ras-related C3 botulinum toxin substrate 1 (Homo sapiens), P63000. GST-Rac1 activated beads; actives lie on both sides; 100% means binding = to untreated wells. percent activity (GTP binding), % at 10 µM. actives 0.11% (n = 190,000);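 active means GTP binding at least 20 percentage points away from the 100% baseline, in either direction, so actives lie on both sides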
ABCB1 inh: ABCB1 efflux pump inhibitors, primary screen, cell-based, multiplex, flow cytometry, ABCG2 counter-screen; actives 0.067% (n = 190,000); ATP-dependent translocase ABCB1 (Homo sapiens), P08183; inhibition, % at 6.6 µM; CCRF-Adr cells, JC-1 efflux; in the data active means inhibition above about 40%;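 further: 0% = vehicle and 100% = reference inhibitor; higher value means more JC-1 retained so stronger ABCB1 efflux block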
HRas wt GTP bind: modulators of GTP binding to HRas wildtype, primary screen, biochemical, bead-based flow cytometry, multiplex; GTP binding activity, % at 10 µM; GTPase HRas (Homo sapiens), P01112; actives 0.14% (n = 190,000); GST-Ras wt beads, Bodipy-FL-GTP binding; actives lie on both sides; AID 759, 2007;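 active means GTP binding activity at least 20% away from the 100% baseline, either lowered as inhibitor or raised as activator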;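 further: 0% = unlabeled GTP competition control and 100% = no-compound control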
Target sequence (P01112 whole entry, looked up): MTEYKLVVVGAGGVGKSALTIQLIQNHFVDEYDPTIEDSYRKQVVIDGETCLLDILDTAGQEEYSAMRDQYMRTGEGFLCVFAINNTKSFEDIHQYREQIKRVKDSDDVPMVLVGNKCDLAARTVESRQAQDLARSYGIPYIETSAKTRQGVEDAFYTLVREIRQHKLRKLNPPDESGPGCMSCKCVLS
Rab2 wt GTP: modulators of GTP binding to Rab2A wildtype, primary screen, biochemical, dog, bead-based flow cytometry, multiplex; actives 0.19% (n = 190,000); GTP binding activity, % at 10 µM; GST-Rab2 wt beads, Bodipy-GTP binding; Ras-related protein Rab-2A (Canis lupus familiaris), P61105; AID 760, 2007;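 active means GTP binding activity at least 20 points away from 100%, either lowered or raised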;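 further: 0% = beads with excess unlabeled GTP and 100% = no-compound control corrected for plate trend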
Rac1 wt modul: wildtype Rac1 GTP binding modulators, primary screen, biochemical, GST-Rac1 beads, flow cytometry, multiplex; Ras-related C3 botulinum toxin substrate 1 (Homo sapiens), P63000; fluorescent GTP binding; actives lie on both sides; 0 = cold GTP competed, 100 = untreated; GTP binding activity (% of control), % at 10 µM; actives 0.27% (n = 190,000); AID 757, 2007;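 active means GTP binding activity at least 20 points away from the 100% control level, either lower or higher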
Avidin bead fluor: green autofluorescence of compounds with avidin beads – biophysical, 488/530 nm, flow cytometry, artefact control, profiling panel. compound fluorescence 488/530 nm; hits give high values. fluorescence (KMESF) at 10 µM. actives 0.38% (n = 220,000). AID 1775, 2009; in the data active means fluorescence above about 47; further: inactives centre near 10
The depositor's hits bear a star; · = not tested or not shown.

SMILES	Rab7 wt GTP bind	Cdc42 wt	Mcl1 Noxa PPI	Pf gametocyte	ABCG2 inh	Rac1 act GTP bind	ABCB1 inh	HRas wt GTP bind	Rab2 wt GTP	Rac1 wt modul	Avidin bead fluor
CC(C)CC(NC(=O)c1ccc(C#CC(C)(C)O)s1)C(=O)O (centres undefined)	102	98	-2	-25	2	97	0.8	96	99	95	10
COc1ccc(NC(=S)NC(NC(C)=O)C(Cl)(Cl)Cl)c([N+](=O)[O-])c1 (centres undefined)	99	104	10	·	27	99	0.2	99	97	103	19
CSc1ccccc1-c1nnc(-c2ccc(Cl)c(Cl)c2)o1	100	102	-15	-12	45	100	0.7	98	100	99	22
COC(=O)c1c(-c2ccc(C)cc2)csc1N	98	94	2	·	4	97	1.6	99	98	97	6
COc1ccc2c(CC(=O)OCC(=O)c3ccc(F)cc3)coc2c1	100	105	-9	·	1	101	-0.2	103	103	107	102*
CCOC(=O)c1cnc(SCC(=O)c2ccc3c(c2)OCCO3)nc1N	97	96	-15	·	10	95	1.5	96	95	99	35
Cc1c(NC(=O)/C(=C/c2cccs2)NC(=O)c2ccccc2)c(=O)n(-c2ccccc2)n1C	107	107	9	3	0	105	0.1	104	104	110	11
O=C(CSc1ccccc1)Nc1cccc(NC(=O)c2ccco2)c1	95	95	·	6	-1	91	0.2	93	91	91	10
CCC1=NN(C(=O)c2ccccc2Br)C(O)(c2ccc(Br)cc2)C1 (centres undefined)	101	99	1	5	10	93	1.1	97	98	99	10
Cc1cc2oc3c(c(=O)c2cc1C)C(c1ccc(C(C)C)cc1)N(CCCN1CCOCC1)C3=O (centres undefined)	93	101	10	·	6	98	9.8	99	99	105	4
CCOc1ccc(C2C(=O)N(C3CCCCC3)CC(=O)N2CC2CCCO2)cc1OC (centres undefined)	99	101	-12	·	2	100	1.0	100	99	105	17
Cc1ccc(C(C)n2cc(C(=O)NCCN3CCN(C)CC3)nn2)cc1 (centres undefined)	95	104	7	·	5	100	1.3	104	104	100	15
CC(=O)c1cnc(Nc2cccc(Cl)c2Cl)s1	93	95	11	35	3	93	0.7	96	96	101	7
NS(=O)(=O)c1ccc(NC(=O)CSc2ccccn2)cc1	109	107	-4	-6	1	99	0.2	107	105	106	11
COc1ccc(NC(=S)N2CCC(C(=O)c3ccc(C)cc3)CC2)c(OC)c1	97	102	17	19	8	96	0.0	99	97	103	10
CC1CCN(S(=O)(=O)c2ccc3c(c2)c(=O)c(C(=O)NCc2ccccc2Cl)cn3C)CC1	101	101	17	·	-2	98	5.6	101	99	103	7
COc1ccc(/C=N/OCC(=O)N2CC3(C)CC2CC(C)(C)C3)cc1OC (centres undefined)	90	98	-17	·	1	94	0.3	94	93	96	12
NCC(c1ccccc1)(c1ccccc1)c1ccccc1	99	100	0	-22	5	100	1.2	99	100	104	9
COc1cc(/C=N\NC(=O)c2c(C)nc3cc(C)ccn23)ccc1O	101	95	22	-78	5	96	0.4	96	96	97	9
Cc1cccc(NC(=O)CCC(=O)N/N=C/c2ccco2)c1C	99	104	2	18	10	100	0.5	102	99	103	5
Cc1[nH]c2ccc(-c3n[nH]c(=S)n3C)cc2c1C	99	107	48	10	0	101	-0.3	105	101	106	11
O=C(NC1CC2CCCC(C1)N2C(=O)NCc1ccccc1)C1CC1 (centres undefined)	98	104	-8	·	0	100	-0.7	102	99	110	7
O=C(COC(=O)c1c(Cl)cccc1Cl)Nc1ccccc1Br	100	101	20	11	4	98	0.7	100	97	102	8
CCCn1c(=O)c2c(nc3n2CCS3)n(C)c1=O	104	99	13	-3	3	95	0.1	99	102	100	8
C=CCn1c(SCC(=O)Nc2nc(C)cs2)nnc1C(NC(=O)c1ccccc1)C(C)C (centres undefined)	93	95	4	21	0	93	0.9	95	94	94	5
CCCc1nc2ccccc2c(=O)n1NC(=O)c1c(O)c2ccccc2n(C)c1=O	100	90	8	0	-1	89	0.1	94	93	92	12
Clc1ccc(OCCN2CCCCC2)c(Cl)c1	97	97	35	·	2	97	0.4	98	100	99	7
CN(Cc1ccc(OCC(O)CN2CCCCC2)cc1)Cc1ccnc2ccccc12 (centres undefined)	92	96	25	-7	0	99	0.5	95	95	97	5
O=C(NC(Cc1ccccc1)C(=O)NC1CC1)OCc1ccccc1 (centres undefined)	95	101	8	3	3	98	0.1	95	95	99	9
Cc1ccc(-n2nnnc2SCC(=O)NNC(=O)c2ccc([N+](=O)[O-])cc2)cc1	103	94	11	-9	5	91	-0.1	95	97	96	5
COc1ccc(N(CC(=O)N2CCCCC2)S(=O)(=O)c2ccccc2)c(OC)c1	100	99	-2	16	-2	96	4.7	96	97	99	10
Cn1cccc1Cc1nnc(SCC(=O)Nc2ccc3c(c2)OCO3)n1-c1ccc(F)cc1	102	101	7	·	13	100	1.8	99	99	103	27
Cc1ccc(NC(=O)COC(=O)c2ccccc2Nc2ccccc2)cc1	94	95	6	2	-1	96	-0.4	95	93	97	13
O=[n+]1c2c(n([O-])c3cc(Cl)ccc31)CCCC2	97	102	34	-27	1	98	0.6	99	97	101	12
O=C(CCN1CCN(Cc2ccccc2)CC1)Nc1ccccc1Cl	102	102	6	10	1	103	0.6	101	101	107	7
COc1cc2c(cc1OC)CC(=O)NC=C2	99	95	4	5	2	95	0.2	97	97	96	·

Gathered by group: those above with a furan ring, fused or not
SMILES	Rab7 wt GTP bind	Cdc42 wt	Mcl1 Noxa PPI	Pf gametocyte	ABCG2 inh	Rac1 act GTP bind	ABCB1 inh	HRas wt GTP bind	Rab2 wt GTP	Rac1 wt modul	Avidin bead fluor
COc1ccc2c(CC(=O)OCC(=O)c3ccc(F)cc3)coc2c1	100	105	-9	·	1	101	-0.2	103	103	107	102*
O=C(CSc1ccccc1)Nc1cccc(NC(=O)c2ccco2)c1	95	95	·	6	-1	91	0.2	93	91	91	10
Cc1cccc(NC(=O)CCC(=O)N/N=C/c2ccco2)c1C	99	104	2	18	10	100	0.5	102	99	103	5

(next part)
SMILES	Rab7 wt GTP bind	Cdc42 wt	Mcl1 Noxa PPI	Pf gametocyte	ABCG2 inh	Rac1 act GTP bind	ABCB1 inh	HRas wt GTP bind	Rab2 wt GTP	Rac1 wt modul	Avidin bead fluor
COC(=O)c1cc(CNC(=O)c2cccc(Cl)c2)ccc1OC	97	100	1	-3	29	100	-0.5	99	99	103	15
CCC1C(=NO)C(CC)C(c2ccccc2)NC1c1ccccc1 (centres undefined)	100	95	1	-5	0	95	0.1	96	95	95	10
CC(C)c1ccc(-c2nc(N3CCOCC3)[nH]c(=O)c2C#N)cc1	101	104	11	·	4	97	0.3	103	102	100	8
CCCN1C(=O)/C(=C/c2ccc(C)s2)NC1=S	101	98	-1	·	3	95	-0.5	99	97	107	6
Cn1c(=NC(=O)c2cccc([N+](=O)[O-])c2)sc2ccccc21	107	98	-3	5	15	96	2.0	102	102	105	8
Cc1cccc(NC(=O)CN2NS(=O)(=O)c3ccccc3C2=O)c1	98	105	11	-15	2	101	0.5	102	102	110	10
CC(C)N(Cc1nc(-c2ccccc2)no1)C(=O)COc1ccccc1	104	102	-18	·	-4	100	-3.1	102	101	107	7
CN(C)Cc1c(O)c(Cl)cc2c3c(c(=O)oc12)CCCC3	94	94	-9	·	0	97	-0.1	95	96	94	5
Oc1ccc(C(=S)N2CCCCCC2)cc1	98	99	1	-12	1	96	0.3	100	97	97	32
Cc1ccc(S(=O)(=O)Cn2nnnc2C(c2ccc(F)cc2)N2CCCCC2)cc1 (centres undefined)	98	101	0	·	2	99	0.6	101	100	99	36
COCCNC(=O)/C(C#N)=C/c1cn(CC(=O)NCc2ccco2)c2ccccc12	93	95	10	12	13	98	2.8	94	94	92	13
COc1ccc(-c2nc(CCNC(=O)c3ccco3)cs2)cc1OC	98	96	6	·	5	100	0.9	99	97	101	6
Cc1ccc(CNCc2cccnc2)cc1	98	102	-1	·	2	101	0.3	102	100	102	4
C=CCN(CC=C)CCOc1ccccc1F	98	99	33	0	3	101	0.5	100	101	101	16
COC(=O)C1=C(N)Oc2cc(C)[nH]c(=O)c2C1c1ccncc1 (centres undefined)	100	105	8	11	2	103	0.5	102	101	106	13
CCN1C(=O)C(O)(CC(=O)c2cccc(-n3cccc3)c2)c2ccccc21 (centres undefined)	105	95	0	-7	5	93	0.2	98	98	97	9
Cc1cc(C)c2nc(N3CCC(C(=O)NCc4ccccn4)CC3)sc2c1	108	98	14	·	5	96	1.1	102	101	101	6
CCOC(=O)c1ccccc1NC(=O)CC(C)CC(=O)O (centres undefined)	96	98	-7	·	0	96	0.0	96	98	99	·
O=C(COC(=O)c1cc(=O)[nH]c(=O)[nH]1)Nc1cccc(S(=O)(=O)N2CCCCC2)c1	105	96	-17	10	6	96	1.1	99	99	97	21
O=C(OCC#CCSc1nnc(-c2ccc(Br)cc2)o1)c1ccco1	95	95	-3	·	0	94	-0.1	95	95	98	22
CCS(=O)(=O)Nc1c(C(=O)O)[nH]c2ccccc12	93	97	-59	-3	1	96	-0.1	96	94	94	36
CC(C)(C)CC(=O)Nc1ccc(S(=O)(=O)N2CCCC2)cc1	103	95	20	3	0	97	0.1	98	99	99	11
COc1cccc(C(=O)Nc2ccccc2F)c1	97	96	-13	·	0	93	0.0	96	97	94	6
Cc1ccc(S(=O)(=O)Nc2ccc(N3CCOCC3)cc2)cc1	98	106	0	·	1	104	0.3	104	101	108	9
c1cncc(CSc2nnc(-c3cccnc3)n2Cc2ccco2)c1	101	104	13	-1	0	102	0.0	101	102	106	8
c1ccc(-c2cnnc(SCc3cn4cccnc4n3)n2)cc1	93	98	-12	·	0	97	-0.1	98	98	99	6
CCc1ccc(Nc2ncc3c(n2)CC(C)CC3=O)cc1 (centres undefined)	100	99	-22	4	2	97	0.2	95	96	103	10
Cc1cccc(NC(=O)COc2cccc3c2CCN(C)C3=O)c1C	104	93	12	25	1	94	0.0	93	99	94	11
